Compound activity deposited in PubChem by several laboratories.
sEH act: soluble epoxide hydrolase activators, primary screen, biochemical, human sEH; purified human sEH enzymatic activity, activator screen; 91,000 compounds, 0.04% hits; Bifunctional epoxide hydrolase 2 (Homo sapiens), P34913; activation, % at 2 µM; AID 717, 2007; in the data active = activation above about 37%; note: values of inactives mirror those of a sister screen read the other way
H69AR inhibit: proliferation blockers of H69AR lung cancer cells, primary screen, cell-based, human, 86K library. H69AR lung tumor viability, ATP luminescence, 72 h; stronger effect = lower value. viability, % at 10 µM. 85,000 compounds, 6% hits;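 active = viability at or below 40%; inactive = viability above 40%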;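 note: multidrug resistant small cell line overexpressing MRP-1 efflux transporter; 100% = mean luminescence of untreated control wells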
S1P2 ag: S1P2 receptor agonists, primary screen, cell-based | activation, % at 4.5 µM | Sphingosine 1-phosphate receptor 2 (Homo sapiens), O95136 | 97,000 compounds, 0.46% hits | S1P2-expressing cell line, agonist reporter read-out; in the data active = activation above about 16%;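 note: 0% = vehicle low control and 100% = maximal reference agonist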
LYP act: LYP phosphatase activators, primary screen, biochemical, DiFMUP fluorescence, 2 µM; activation, % at 2 µM; 96,000 compounds, 0.11% hits; recombinant LYP; 0 = plate median, 100 = signal doubled; Tyrosine-protein phosphatase non-receptor type 22 (Homo sapiens), Q9Y2R2; AID 697, 2007;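 active = activation at 2 µM above a set limit, the mean plus 5 SD, cut at about 37% in these data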
Target sequence (Q9Y2R2 whole entry, looked up): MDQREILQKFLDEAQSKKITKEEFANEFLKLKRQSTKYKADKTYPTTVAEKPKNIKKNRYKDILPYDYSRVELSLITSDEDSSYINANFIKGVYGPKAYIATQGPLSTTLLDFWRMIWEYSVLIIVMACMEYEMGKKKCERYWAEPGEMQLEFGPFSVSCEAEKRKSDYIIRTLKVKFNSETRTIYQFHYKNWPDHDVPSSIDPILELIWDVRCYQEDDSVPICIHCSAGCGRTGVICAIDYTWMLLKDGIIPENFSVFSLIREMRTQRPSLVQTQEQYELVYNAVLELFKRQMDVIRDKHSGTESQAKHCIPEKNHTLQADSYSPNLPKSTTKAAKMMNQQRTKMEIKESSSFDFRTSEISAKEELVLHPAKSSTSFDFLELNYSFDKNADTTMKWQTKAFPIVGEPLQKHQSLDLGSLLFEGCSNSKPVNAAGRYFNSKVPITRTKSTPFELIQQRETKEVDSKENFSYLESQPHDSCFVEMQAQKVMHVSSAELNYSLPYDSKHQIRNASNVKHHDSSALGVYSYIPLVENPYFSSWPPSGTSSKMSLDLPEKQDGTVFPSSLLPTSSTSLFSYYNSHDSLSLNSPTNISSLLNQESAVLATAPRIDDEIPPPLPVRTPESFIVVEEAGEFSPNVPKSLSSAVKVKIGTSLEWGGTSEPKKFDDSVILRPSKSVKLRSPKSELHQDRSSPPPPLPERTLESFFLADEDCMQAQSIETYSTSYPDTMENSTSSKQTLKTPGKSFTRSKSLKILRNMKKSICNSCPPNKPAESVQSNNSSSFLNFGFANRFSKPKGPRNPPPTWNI
Lung fibro prol: antiproliferative effect on LL 47 fibroblasts – human, LL 47 cells, CellTiter-Glo luminescence, primary screen; LL 47 human lung fibroblast viability, ATP luminescence; stronger effect = lower value; viability, % at 10 µM; 85,000 compounds, 1.1% hits;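 active = viability at or below 50% in the single dose screen; inactive = viability above 50%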;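 note: compound exposure lasted 72 h before the ATP readout; 100% = median luminescence of untreated cell-only wells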
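material = human LL 47 lung fibroblast cells | dosing = compounds added from tenfold dosing solution, 0.1% DMSO final | timing = overnight cell rest, 72 h compound treatment at 37 °C | measured by = CellTiter-Glo luminescence measuring cellular ATP | evaluation = % viability versus median cells-only luminescence | control set = cell-only wells, no compound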
sEH inh: soluble epoxide hydrolase inhibitors, primary screen, biochemical, human sEH. recombinant human sEH enzymatic activity assay. Bifunctional epoxide hydrolase 2 (Homo sapiens), P34913. inhibition, % at 2 µM. AID 707, 2007. 91,000 compounds, 0.34% hits; in the data active = inhibition above about 80%; note: values of inactives mirror those of a sister screen read the other way; many of its hits are not listed in these tables
S1P2 blocker: human S1P2 receptor antagonists, primary screen, cell-based; cell-based S1P2 antagonist assay, inhibition at 5 uM; inhibition, % at 5 µM; 97,000 compounds, 0.21% hits; Sphingosine 1-phosphate receptor 2 (Homo sapiens), O95136; in the data active = inhibition above about 45%;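 note: CRE beta-lactamase reporter cells expressing human S1P2 stimulated with S1P; 0% = agonist at EC80 alone and 100% = agonist plus reference antagonist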
PostGolgi ctrl: growth inhibition of yeast control strain, primary screen, counter-screen for post-Golgi transport modulator project | efflux-deficient yeast background strain, growth absorbance A615, 16 h | inhibition, % at 10 µM | 98,000 compounds, 5% hits | AID 738, 2007; in the data active = inhibition above about 30%
HUVEC inhibit: inhibitors of HUVEC proliferation, primary screen, cell-based, 384-well; CellTiter-Glo luminescence, 72 h; stronger effect = lower value; viability, % at 10 µM (by protocol); 86,000 compounds, 1.1% hits;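 active = viability at or below 30%; inactive = viability above 30%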;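 note: 100% = median luminescence of DMSO-only cell control wells on each plate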
* hit, by the source's call; / = not tested or not shown. Not all compounds are listed; rates above refer to the full screens.

structure | S1P2 blocker | sEH inh | Lung fibro prol | HUVEC inhibit | LYP act | sEH act | S1P2 ag | H69AR inhibit | PostGolgi ctrl
COc1ccc(Cl)cc1NC(=O)c1c(-c2ccccc2)noc1C | -18.0 | -6.9 | 98.5 | 77.3 | -14.2 | 10.4 | -2.0 | 59.9 | 13.8
COc1ccc(CCNC2CCN(C)CC2)cc1OC | 22.0 | -3.6 | 92.5 | 99.4 | 11.7 | 3.8 | -4.2 | 93.7 | 7.8
COC(=O)c1cc(NC(=O)CN2C(=O)CSC2=O)ccc1Cl | 1.6 | -6.5 | 105.5 | 94.0 | -5.8 | 6.6 | -6.0 | 94.8 | 5.3
COc1ccccc1N1CCN(C(=O)CSc2ccc3c(C)cc(C)nc3n2)CC1 | -16.9 | 8.9 | 94.0 | 85.2 | 2.2 | -11.1 | -1.8 | 84.6 | 6.4
CSc1nnc2c(n1)c(C)nn2-c1ccc(C)cc1 | 4.8 | -3.9 | 103.7 | 101.1 | 11.7 | 6.4 | -7.3 | 91.3 | /
CCOC(=O)c1cc(-c2nnc(SCC(=O)Nc3ccc(F)cc3)o2)c(C)nc1C | / | / | 99.4 | 103.6 | / | / | / | 86.6 | 4.2
COc1ccc(-c2cc(CCCC(=O)NCCc3ccc(OC)cc3OC)no2)cc1 | -12.8 | 29.4 | 98.9 | 73.9 | -5.9 | -28.2 | -4.9 | 96.6 | 4.4
CC1(C)CCc2nc(SCc3ccccc3)c(C#N)cc2C1 | -19.6 | 6.0 | 95.3 | 107.0 | 7.1 | -6.0 | 1.9 | 81.4 | /
COc1cc(C(=O)Nc2ccc(S(=O)(=O)Nc3cc(C)on3)cc2)cc(OC)c1OC | -7.0 | 0.0 | 108.0 | 95.4 | -0.9 | -1.4 | -0.7 | 98.0 | -2.0
Cc1ccc(-c2nnc(N(C)C(=O)c3ccccn3)s2)cn1 | 3.9 | 4.3 | / | / | 10.2 | -1.7 | -8.1 | / | 0.9
CC(C)(/C=N/O)/[N+]([O-])=C/C=[N+](\[O-])C(C)(C)/C=N/O | 6.9 | -6.4 | 92.2 | 96.3 | -5.9 | 5.6 | -3.1 | 88.7 | 1.8
Cc1ccc(C(=O)N2CCN(Cc3ccc4c(c3)OCO4)CC2)o1 | 4.5 | -1.6 | 94.6 | 88.8 | -11.2 | 1.5 | -7.8 | 85.2 | -2.1

Of the compounds above, these have a Cl atom.
structure | S1P2 blocker | sEH inh | Lung fibro prol | HUVEC inhibit | LYP act | sEH act | S1P2 ag | H69AR inhibit | PostGolgi ctrl
COc1ccc(Cl)cc1NC(=O)c1c(-c2ccccc2)noc1C | -18.0 | -6.9 | 98.5 | 77.3 | -14.2 | 10.4 | -2.0 | 59.9 | 13.8
COC(=O)c1cc(NC(=O)CN2C(=O)CSC2=O)ccc1Cl | 1.6 | -6.5 | 105.5 | 94.0 | -5.8 | 6.6 | -6.0 | 94.8 | 5.3

Other results follow:
structure | S1P2 blocker | sEH inh | Lung fibro prol | HUVEC inhibit | LYP act | sEH act | S1P2 ag | H69AR inhibit | PostGolgi ctrl
O=C(Nc1nc(-c2nc3ccccc3s2)cs1)c1ccc(S(=O)(=O)N2CCOCC2)cc1 | 25.9 | -1.4 | 100.2 | 79.5 | -2.2 | 0.1 | -9.6 | 45.1 | -2.9
COC(=O)CSc1ccccc1C(=O)OC | 1.8 | 5.3 | 91.6 | 89.7 | -7.0 | -1.7 | -3.5 | 93.8 | 15.4
Cc1ccsc1/C=C/C1=Cc2c(sc(NC(=O)CSc3n[nH]c(N)n3)c2C#N)C(C)(C)C1 | 0.6 | 3.5 | 89.2 | 14.8* | -7.7 | -1.1 | -0.7 | 1.7* | -11.1
CN(C(=O)C12CC3CC(CC(C3)C1)C2)C1(C)CCS(=O)(=O)C1 (configuration not stated) | 9.8 | 1.5 | 95.7 | 74.9 | -3.4 | -3.3 | -5.0 | 91.3 | 17.9
O=C(NCC1CCCO1)C1CCCCN1S(=O)(=O)c1ccc(F)cc1 (configuration not stated) | / | / | 105.5 | 101.9 | / | / | / | 92.3 | -1.4
C=C(C)Cn1c(CCCNC(=O)CCC)nc2ccccc21 | / | / | 95.9 | 82.2 | / | / | / | 85.8 | 4.3
Cc1[nH]nc2c1C1(CCOCC1)C(C#N)=C(N)O2 | 15.6 | / | 98.3 | 98.0 | 2.5 | / | -3.7 | 96.5 | 15.9
COC(=O)[C@H](CCSC)NC(=O)NC1CCN(Cc2ccccc2)CC1 | 10.4 | 6.8 | 101.8 | 99.3 | -4.4 | -6.2 | -4.5 | 87.2 | 4.2
CN(Cc1ccccc1)S(=O)(=O)c1ccc2c(c1)OCCO2 | -20.0 | 6.2 | 97.5 | 106.4 | -14.6 | -1.4 | -4.9 | 100.5 | 5.2
Cn1c(=O)oc2cc(S(=O)(=O)N3CCCc4ccccc43)ccc21 | -16.1 | -6.7 | 50.2 | 47.7 | 10.8 | 5.8 | -4.3 | 22.6* | 5.5
CCCCOCCCNC(=O)c1ccc(OC)cc1 | -16.1 | 5.8 | 111.1 | 91.3 | 9.8 | -7.1 | -0.6 | 90.2 | 0.9
CC1=CC(C)(C)N(C(=O)CSc2nncn2C)c2ccccc21 | -4.1 | -6.3 | 101.2 | 99.2 | 6.6 | 9.5 | 0.1 | 93.7 | /
O=C(NCC1CCNCC1)c1ccncc1 | -18.0 | -9.5 | 100.4 | 100.3 | 16.3 | 7.5 | -4.9 | 94.6 | 8.1
C=CCn1c(=O)n(CCC#N)c(=O)n(CCC#N)c1=O | 11.5 | -2.5 | 90.5 | 93.9 | 2.8 | 0.6 | -5.4 | 84.5 | 3.4
CNC(=O)NC1CCCc2ccccc21 (configuration not stated) | -4.5 | -9.1 | 93.2 | 87.0 | 5.6 | 10.6 | -0.8 | 96.9 | -0.9
Cc1nn(C)c(C(=O)N/N=C/c2ccccc2)c1[N+](=O)[O-] | -6.9 | -0.7 | / | / | -4.1 | 2.7 | -3.7 | / | 12.6
COC(=O)c1ccc2c(c1)S(=O)(=O)NC(=NCc1ccco1)S2 | 1.0 | -12.6 | 90.2 | 93.7 | 2.4 | 11.1 | -4.7 | 98.6 | 6.1
Cn1c(=O)[nH]c(=O)c2c1nc(NCCCn1ccnc1)n2Cc1ccc(F)cc1 | 8.9 | / | 102.8 | 105.5 | 3.4 | / | -10.8 | 87.0 | 7.4
CCC(=O)N1CCCc2cc(S(=O)(=O)N3CCN(c4ccccc4F)CC3)ccc21 | 22.4 | -8.0 | 84.4 | 97.3 | -6.0 | 6.3 | -5.2 | 76.6 | 12.9
CC(C)CC(NC(=O)C1CCC(C)CC1)C(=O)N1CCN(c2ccccn2)CC1 (configuration not stated) | 18.3 | -7.7 | 91.9 | 111.3 | 3.5 | 8.4 | -3.1 | 81.7 | 18.0
Cc1cc(C(=O)NCc2cccs2)no1 | -3.1 | 3.7 | 100.7 | 105.1 | -7.4 | -0.6 | -5.5 | 102.4 | 9.8
CC(=O)Nc1cccc2c1C(=O)N(c1cccc(C)c1)C2=O | -5.0 | -7.8 | 95.9 | 92.1 | -0.5 | 11.9 | -5.2 | 103.5 | /

Filtered by structure: the compounds so far with an aryl methoxy group (six)
structure | S1P2 blocker | sEH inh | Lung fibro prol | HUVEC inhibit | LYP act | sEH act | S1P2 ag | H69AR inhibit | PostGolgi ctrl
COc1ccc(Cl)cc1NC(=O)c1c(-c2ccccc2)noc1C | -18.0 | -6.9 | 98.5 | 77.3 | -14.2 | 10.4 | -2.0 | 59.9 | 13.8
COc1ccc(CCNC2CCN(C)CC2)cc1OC | 22.0 | -3.6 | 92.5 | 99.4 | 11.7 | 3.8 | -4.2 | 93.7 | 7.8
COc1ccccc1N1CCN(C(=O)CSc2ccc3c(C)cc(C)nc3n2)CC1 | -16.9 | 8.9 | 94.0 | 85.2 | 2.2 | -11.1 | -1.8 | 84.6 | 6.4
COc1ccc(-c2cc(CCCC(=O)NCCc3ccc(OC)cc3OC)no2)cc1 | -12.8 | 29.4 | 98.9 | 73.9 | -5.9 | -28.2 | -4.9 | 96.6 | 4.4
COc1cc(C(=O)Nc2ccc(S(=O)(=O)Nc3cc(C)on3)cc2)cc(OC)c1OC | -7.0 | 0.0 | 108.0 | 95.4 | -0.9 | -1.4 | -0.7 | 98.0 | -2.0
CCCCOCCCNC(=O)c1ccc(OC)cc1 | -16.1 | 5.8 | 111.1 | 91.3 | 9.8 | -7.1 | -0.6 | 90.2 | 0.9
